Screens (PubChem BioAssay)
697 NFkB inh = lowers PMA/ionomycin-induced NF-kB signal in 697 B cells; 697 B-cell NF-kB luciferase reporter, 16 h; inhibition, % at 4 µM; hit rate 0.33% among 330,000; in the data active = inhibition above about 35%
Apaf1 inhib = human Apaf-1 inhibition. hit rate 0.71% among 330,000. inhibition, % at 20 µM. reconstituted apoptosome caspase-3 activity, DEVD-Rh110 fluorescence. AID 489030. O14727; active = inhibition of at least 40% at 20 µM;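 also: plate controls were DMSO wells for no effect and DEVD-CHO caspase inhibitor wells for full effect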
Target sequence (O14727 whole entry, looked up): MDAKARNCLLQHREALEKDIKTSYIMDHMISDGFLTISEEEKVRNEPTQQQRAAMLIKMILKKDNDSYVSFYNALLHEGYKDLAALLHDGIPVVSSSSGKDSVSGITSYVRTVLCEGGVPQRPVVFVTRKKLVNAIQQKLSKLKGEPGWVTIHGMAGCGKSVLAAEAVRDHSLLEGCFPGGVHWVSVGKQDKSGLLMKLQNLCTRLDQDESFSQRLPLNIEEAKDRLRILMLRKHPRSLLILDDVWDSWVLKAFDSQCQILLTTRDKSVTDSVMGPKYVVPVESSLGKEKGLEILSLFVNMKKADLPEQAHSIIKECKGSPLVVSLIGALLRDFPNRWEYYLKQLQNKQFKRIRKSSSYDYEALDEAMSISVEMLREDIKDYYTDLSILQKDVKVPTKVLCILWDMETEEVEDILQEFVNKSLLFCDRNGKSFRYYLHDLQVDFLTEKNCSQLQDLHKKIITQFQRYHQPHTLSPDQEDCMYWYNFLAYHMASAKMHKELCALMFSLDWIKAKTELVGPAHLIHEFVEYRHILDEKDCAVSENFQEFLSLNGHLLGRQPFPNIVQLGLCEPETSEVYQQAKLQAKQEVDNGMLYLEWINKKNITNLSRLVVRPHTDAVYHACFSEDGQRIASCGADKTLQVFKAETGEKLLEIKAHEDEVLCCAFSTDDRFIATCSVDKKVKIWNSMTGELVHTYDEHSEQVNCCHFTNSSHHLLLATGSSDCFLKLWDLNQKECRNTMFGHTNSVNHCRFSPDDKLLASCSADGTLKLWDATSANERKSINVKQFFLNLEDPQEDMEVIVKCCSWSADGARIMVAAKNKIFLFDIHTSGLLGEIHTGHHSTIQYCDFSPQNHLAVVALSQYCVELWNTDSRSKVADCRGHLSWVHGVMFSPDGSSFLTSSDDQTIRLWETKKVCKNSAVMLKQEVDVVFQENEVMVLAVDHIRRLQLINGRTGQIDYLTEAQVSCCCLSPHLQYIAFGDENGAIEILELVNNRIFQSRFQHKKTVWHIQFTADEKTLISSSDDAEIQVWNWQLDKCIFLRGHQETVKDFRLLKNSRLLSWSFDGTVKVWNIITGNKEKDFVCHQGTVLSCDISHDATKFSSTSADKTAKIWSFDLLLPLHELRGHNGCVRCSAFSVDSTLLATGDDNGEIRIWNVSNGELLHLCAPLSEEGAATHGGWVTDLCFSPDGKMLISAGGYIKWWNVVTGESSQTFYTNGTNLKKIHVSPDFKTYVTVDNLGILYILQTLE
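Material: cell-free apoptosome with Apaf-1, procaspase-3 and caspase-9; Buffer or medium: Hepes pH 7.5 with detergent and BSA; Reagent: cytochrome c trigger plus (Z-DEVD)2-Rh110 caspase-3 substrate; Times: compound with Apaf-1, dATP, procaspase-3 30 min, then 50 min reaction, room temperature; Technique: Rh110 fluorescence intensity.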
Jurkat NFkB inh = lowers PMA/ionomycin-induced NF-kB signal in Jurkat cells; PMA/ionomycin-induced NF-kB luciferase reporter, luminescence; inhibition, % at 4 µM; hit rate 0.53% among 330,000
SENP7 inh = blocks the human protease SENP7. AID 434973. recombinant SENP7, Z-RLRGG-aminoluciferin luminescence, 40 min. Q9BQF6. inhibition, % at 5 µM. hit rate 1.5% among 330,000;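 active = inhibition above about 50% at the single test dose, limit read from the data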;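 also: plate controls were DMSO with enzyme for no effect and no enzyme buffer wells for full effect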
UBC13 inh = blocks human UBC13 polyubiquitin chain formation; P61088; TR-FRET; inhibition, % at 20 µM; hit rate 0.47% among 330,000; AID 485273; in the data active = inhibition above about 45%, passing the limit was not always enough
HKDC1 inh = blocks human hexokinase HKDC1 activity. Q2TB90. inhibition, % at 20 µM. recombinant HKDC1, G6PDH/diaphorase resazurin coupled fluorescence. hit rate 0.16% among 340,000. AID 493160;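 active = inhibition above about 35% when tested at 20 µM, limit read from the data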;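 also: plate controls were DMSO wells with enzyme for no effect and DMSO wells lacking enzyme for full effect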
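Test system: Recombinant HKDC1 (HK5) hexokinase enzyme, produced in-house | Input: HKDC1 at 5 µg/mL | Buffer or medium: Tris pH 8.0 buffer with MgCl2, Tween-20, BSA, BME | Schedule: 90 min reaction incubation at room temperature, dark | Technique: Resazurin-to-resorufin fluorescence via G6PDH and diaphorase coupling, 525/613 nm | Controls: DMSO wells with and without enzyme mix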
SENP8 block = blocks the human protease SENP8 | inhibition, % at 10 µM | hit rate 1.2% among 330,000 | Q96LD8 | purified SENP8, Z-RLRGG-aminoluciferin cleavage, luminescence
Gli-Sufu antag = antagonists of Gli-Sufu signaling; Sufu-KO-LIGHT fibroblasts, Gli luciferase reporter luminescence; hit rate 0.74% among 340,000; AID 588413; inhibition, % at 5 µM;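 active = inhibition above about 55%, limit read from the data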;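 also: 0% = DMSO-treated cells and 100% = wells with medium but no cells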
* = called active by the depositor. Rule as the data show it, unless noted: active = inhibition above about 50%; inactive = the rest. No enrichment for hits; about 3.6% have a hit in one of these screens.

1. COCCN(C(=O)Nc1ccccc1)C(C)c1cccnc1 (stereo not given)
2. Cc1onc(-c2ccc(Cl)cc2)c1-c1ccnn1S(=O)(=O)c1ccc(Cl)cc1
3. Cc1ccccc1NC(=S)N(CCCN1CCOCC1)Cc1cccnc1
4. CCCCCC(=O)Nc1cccc(C2=NOC3(C2)C[C@@H](C(N)=O)N(C(=O)C2(C)CC2)C3)c1 (stereo not given in full)
5. CCOC(=O)N1CCN(C(=O)c2ccc3c(=O)n(-c4ccc(OC)cc4OC)c(=S)[nH]c3c2)CC1
6. COc1cccc(CNC(=O)CCC2CCCN(C(=O)CCn3cncn3)C2)c1 (stereo not given)
7. NC(=O)c1ccc(NC(=O)CCNC(=O)c2ccco2)cc1
8. Cc1cccc(NC(=S)NNC(=O)c2sccc2C)c1
compound no. | 1 | 2 | 3 | 4 | 5 | 6 | 7 | 8
HKDC1 inh | -4 | 0 | -2 | 0 | 5 | -2 | -1 | -12
Jurkat NFkB inh | -6 | 10 | 4 | -5 | -8 | 12 | -4 | -48
Gli-Sufu antag | 7 | -1 | 3 | -2 | 0 | -6 | -29 | -25
SENP8 block | -1 | 10 | 0 | 11 | 2 | 1 | -3 | 43
697 NFkB inh | 2 | 1 | 14 | 11 | -3 | 23 | 11 | -61
UBC13 inh | 1 | 1 | 9 | 5 | -3 | -8 | -12 | -7
Apaf1 inhib | 3 | 13 | -22 | -6 | -1 | -6 | -8 | 2
SENP7 inh | 1 | -6 | -1 | -7 | 13 | -6 | 1 | 65*

9. O=C(NCCc1csc(-c2cccnc2)n1)c1ccco1
10. CCOC(=O)c1sc(Nc2nc3ccc(OC)cc3s2)cc1C
11. COc1ccccc1N1CCN(C(=O)CCCN2C(=O)c3cccc4cccc(c34)C2=O)CC1
12. CCC(CO)Oc1cc(NCc2ccncc2)c2ncn(C(C)C)c2c1 (stereo not given)
13. Cc1cc(-c2nc3ncccc3o2)ccc1NC(=S)NC(=O)c1ccco1
14. CC1(C)Cc2c(C#N)c(N3CCOCC3)nc(Cc3ccccc3)c2CO1
15. CCn1c(C)nc2cc(C(=O)N/N=C(\C)c3ccccc3O)ccc21
16. O=C(CSC1=NS(=O)(=O)c2cc(F)ccc2N1)NCc1ccc(F)cc1
compound no. | 9 | 10 | 11 | 12 | 13 | 14 | 15 | 16
HKDC1 inh | -4 | 3 | -6 | 8 | 3 | 9 | -8 | -2
Jurkat NFkB inh | 2 | -6 | 2 | 4 | -7 | 7 | -87 | 3
Gli-Sufu antag | -5 | -29 | 11 | -4 | 5 | 0 | -64 | -2
SENP8 block | -4 | -3 | -3 | 6 | -1 | -1 | 2 | 3
697 NFkB inh | 1 | -8 | -19 | 8 | 0 | -12 | -43 | 12
UBC13 inh | 6 | 13 | -7 | 2 | 13 | 14 | -7 | 0
Apaf1 inhib | 1 | 2 | 26 | 41* | -16 | 0 | -5 | 5
SENP7 inh | 4 | 7 | -4 | 3 | 3 | 4 | 11 | -12

17. CC1CCCN(S(=O)(=O)c2ccc(S(=O)(=O)NC(C)c3cccs3)cc2)C1 (stereo not given)
18. O=C(CN(Cc1ccccc1F)C(=O)c1csnn1)NC1CCCCC1
19. COC(=O)c1cccc(NC(=O)NC(=O)c2ccc(Cl)cc2)c1
20. COC(=O)CCCCCN1C(=O)NC(C2CC2)C(C(=O)OCc2ccccc2)=C1C (stereo not given)
21. CNc1sc(C(=O)c2ccccc2F)c(N)c1-c1nc2ccccc2s1
22. O/C(=C\Sc1nnc(Cc2ccccc2)o1)c1ccc(Br)cc1
23. COc1ccccc1NC(=O)COc1ccc(C(=O)OCC(=O)N2CCCC2=O)cc1OC
24. Cc1nc(=S)c2c([nH]1)-c1ccccc1CC21CCCCC1
compound no. | 17 | 18 | 19 | 20 | 21 | 22 | 23 | 24
HKDC1 inh | 11 | -2 | -8 | -6 | -20 | 17 | -2 | -4
Jurkat NFkB inh | 1 | 10 | 86* | 18 | -8 | -17 | -4 | -4
Gli-Sufu antag | -7 | -11 | -76 | -6 | -1 | 2 | -16 | -1
SENP8 block | -16 | 1 | 13 | -5 | 10 | -4 | 0 | 2
697 NFkB inh | 8 | 21 | -34 | 6 | -35 | 10 | -9 | 3
UBC13 inh | 0 | -1 | -5 | 6 | -2 | 2 | 3 | 10
Apaf1 inhib | 26 | -6 | -6 | 15 | -3 | 4 | -11 | -22
SENP7 inh | -7 | 3 | -2 | -4 | 0 | 1 | 1 | -7

25. COc1ccc(-c2ocnc2C(=O)N2CCN(C(c3ccccc3)c3ccccc3)CC2)cc1
26. O=C(NCCCn1ccnc1)c1cc(C2CC2)on1
27. Cc1cc(-c2ccccc2C(=O)Nc2ccccc2O)on1
28. CCC(CC)c1nnc(NC(=O)C2=NNC(=O)CC2)s1
29. Cc1oc2ccc(Br)cc2c(=O)c1-c1nn[nH]n1
30. COc1cccc(C(=O)NCC(C)(C)SCc2ccc(F)cc2)c1
31. O=C1OCCC1Sc1nnc(-c2ccc3c(c2)OCO3)n1-c1ccccc1 (stereo not given)
32. Cc1onc(-c2ccccc2Cl)c1C(=O)Oc1cccc2cccnc12
compound no. | 25 | 26 | 27 | 28 | 29 | 30 | 31 | 32
HKDC1 inh | 5 | -7 | 1 | -3 | -6 | -2 | 3 | 12
Jurkat NFkB inh | -34 | 1 | 15 | -11 | -8 | -32 | -2 | 4
Gli-Sufu antag | -6 | 9 | 42 | -2 | 6 | 42 | 3 | 12
SENP8 block | 0 | -12 | -10 | -1 | -8 | 19 | 2 | -2
697 NFkB inh | -5 | 10 | 8 | 3 | -12 | -17 | 26 | -10
UBC13 inh | 2 | -4 | 6 | 6 | -15 | -7 | 5 | -5
Apaf1 inhib | 30 | 6 | -8 | 0 | 0 | 14 | -2 | 12
SENP7 inh | 8 | 3 | 7 | -5 | -12 | 3 | 2 | 4

33. COCCn1c(Br)nc2c1c(=O)n(C)c(=O)n2C
34. Clc1ccccc1-c1ccc(/C=N/Nc2nncc(-c3ccccc3)n2)o1
35. O=C(COc1ccc(C(=O)c2ccccc2)cc1)Nc1ncccc1O
36. COC(=O)C1CCN(C(=O)COC(=O)Cn2cnnn2)CC1
37. CNCc1ccc(OCc2ccccc2)c(OC)c1
38. CC(=O)c1cc(C(=O)Nc2ccc3ccccc3c2)c(C)o1
39. Cn1ncc(Br)c1C(=O)N/N=C/c1ccc(OS(=O)(=O)c2ccccc2)cc1
40. COc1cc(Nc2ncnc(N)n2)cc(OC)c1OC
compound no. | 33 | 34 | 35 | 36 | 37 | 38 | 39 | 40
HKDC1 inh | -11 | -8 | 5 | 3 | 2 | 12 | 1 | 0
Jurkat NFkB inh | 12 | 0 | -4 | -12 | -41 | 1 | 0 | 5
Gli-Sufu antag | -1 | 8 | -1 | -5 | -57 | 39 | -1 | -3
SENP8 block | -5 | 0 | -11 | -5 | -15 | -10 | -7 | 3
697 NFkB inh | 5 | 0 | 1 | -20 | 3 | -2 | -1 | -8
UBC13 inh | 3 | -19 | -8 | -9 | -1 | -7 | 7 | 9
Apaf1 inhib | 3 | 9 | 1 | 12 | -2 | 2 | 26 | 6
SENP7 inh | 14 | -4 | -9 | -16 | -9 | 1 | 3 | 5

41. CCCCNC(=O)COC(=O)c1ccc(F)cc1Cl
42. Oc1c(Cl)cc(Cl)cc1C(C#Cc1ccccc1)N1CCOCC1 (stereo not given)
43. COc1cccc(C(=O)O/N=C(\N)c2ccccn2)c1OC
44. COc1ccc(OCCN(C)Cc2c(O)ccc3ccccc23)cc1
45. CC(C)CCCN1C(Nc2ccccc2)=NC[C@@H]1Cc1ccccc1
46. CN(C)S(=O)(=O)c1cccc(NC(=O)CC23CC4CC(CC(C4)C2)C3)c1
47. CC(C)NC(=O)c1noc2cc([N+](=O)[O-])ccc12
48. CC(C)NC(=O)c1sc2nc(-c3cccs3)cc(-c3cccs3)c2c1N
compound no. | 41 | 42 | 43 | 44 | 45 | 46 | 47 | 48
HKDC1 inh | 0 | 6 | -2 | 14 | 3 | 5 | -5 | 3
Jurkat NFkB inh | 15 | -12 | -43 | 18 | 4 | 0 | 5 | 10
Gli-Sufu antag | 1 | -1 | -59 | -1 | -2 | 18 | -11 | -1
SENP8 block | -5 | -7 | 59* | -6 | -11 | 0 | 3 | -4
697 NFkB inh | 9 | -6 | -190 | 13 | 9 | -4 | 13 | 3
UBC13 inh | -6 | -4 | -6 | -3 | 16 | 2 | 1 | 0
Apaf1 inhib | 6 | 14 | 4 | 7 | 6 | 20 | 1 | 8
SENP7 inh | -4 | 1 | 73* | 2 | -4 | -4 | -5 | 5

49. O=[N+]([O-])c1ccc(Cl)c(CN2CCSCC2)c1
50. COCCN(CCOC)c1ncnc2c1cnn2-c1ccc(Cl)cc1
51. CCn1c(O)c(/C=N/N=C2CCCC2)c2ccc(C3=NNC(=O)CC3)cc21
52. CCOc1ccc(N(CC(=O)N2CCN(c3ccccc3OC)CC2)S(=O)(=O)c2ccc(F)cc2)cc1
53. CC(C)(C)c1cc(NC(=O)CSc2nncs2)n(-c2ccccc2)n1
54. CCCS(=O)(=O)c1cscc1NC(=O)c1c(-c2c(F)cccc2Cl)noc1C
55. COc1cccc(/C=N/Nc2ncnc(N)c2[N+](=O)[O-])c1OC
56. CC(=O)Nc1ccc(-c2nnc(SCc3c(C)cc(C)cc3C)n2C)cc1
compound no. | 49 | 50 | 51 | 52 | 53 | 54 | 55 | 56
HKDC1 inh | -13 | -6 | 8 | 0 | -6 | 4 | -2 | 0
Jurkat NFkB inh | 10 | -59 | 3 | 13 | 5 | -12 | -40 | -9
Gli-Sufu antag | 8 | -27 | -5 | 2 | 8 | -9 | -44 | 4
SENP8 block | -5 | 3 | 10 | 8 | -1 | 1 | 17 | -1
697 NFkB inh | 1 | -43 | 11 | 10 | 3 | -13 | -62 | 3
UBC13 inh | 13 | 11 | -5 | 3 | 5 | 1 | -17 | 1
Apaf1 inhib | -2 | -14 | -3 | 22 | 0 | 2 | 3 | 3
SENP7 inh | 5 | 6 | -5 | 2 | 0 | -3 | 72* | 2

57. CCOC(=O)CSc1nc2cc(C(=O)NCc3ccco3)ccc2c(=O)n1-c1ccc(F)cc1
58. Cc1ccc(S(=O)(=O)Nc2cccc3cccnc23)c([N+](=O)[O-])c1
59. CC(C)c1ccccc1N=C1SCCCN1C(=O)c1cccc(N2C(=O)CCC2=O)c1
60. Cc1ccc(C(=O)N/C(=C\c2ccc(Cl)cc2)C(=O)NCCCN2CCOCC2)cc1
61. CCOCCCNC(=O)C(c1ccc(OC)cc1)N(Cc1ccc2c(c1)OCO2)C(=O)c1ccccc1O (stereo not given)
62. Cc1cccc(C)c1NC(=O)CSC(=S)N1CCCC1
63. CC1CN(C(=O)C2(C)CC2(Cl)Cl)CC(C)O1 (stereo not given)
64. CC(C)(C)NC(=O)COC(=O)c1cc(Br)ccc1Cl
compound no. | 57 | 58 | 59 | 60 | 61 | 62 | 63 | 64
HKDC1 inh | 8 | 7 | -4 | -1 | 13 | -1 | -3 | -8
Jurkat NFkB inh | 1 | 47 | -5 | 1 | 19 | 9 | 8 | -4
Gli-Sufu antag | -1 | 61* | 2 | 2 | -4 | 4 | 14 | 1
SENP8 block | 5 | -1 | -8 | -4 | 6 | -5 | -1 | 3
697 NFkB inh | 20 | -62 | -14 | 8 | 11 | 1 | -18 | 9
UBC13 inh | -13 | -10 | -3 | 7 | 6 | 5 | -10 | 9
Apaf1 inhib | -105 | -1 | 9 | -13 | 2 | -6 | 13 | -1
SENP7 inh | 0 | -10 | -12 | -4 | -2 | -3 | 12 | 7
